Source: PubChem BioAssay (National Center for Advancing Translational Sciences (NCATS))
GLS inhibitor – blocks human kidney-isoform glutaminase activity. O94925. GLS enzymatic activity, qHTS titration. Potency, µM (titrated, usually from 45.5 µM), inactives show at the top dose activity change, negative = inhibition, actives largely listed as inhibitors. hit rate 0.21% among 410,000. AID 624170; note: % is set by controls: 0 for no effect and ±100 for the full control effect
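Assay buffer: 45 mM KH2PO4 pH 8.2, 0.02% Tween-20. hKGA acts on L-glutamine (1 mM solution added); product glutamate is reported by an oxidase/peroxidase Amplex Red coupling, with fluorescence taken at baseline and 30 min.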
JMJD2A Tudor – inhibitors of human JMJD2A Tudor domain; AID 504339; hit rate 4.4% among 390,000; Potency, µM (top dose mostly 114 µM), for inactives: at the highest dose activity change, negative = inhibition, actives largely listed as inhibitors; O75164; AlphaScreen JMJD2A-Tudor / H3K4me3 peptide binding; note: % is set by controls: 0 for no effect and ±100 for the full control effect; nearly all actives have a fitted effect of over 50% in size
BLM inh – Bloom syndrome helicase (human) inhibition | hit rate 0.2% among 350,000 | Potency, µM (highest dose often 56.1 µM), for the others: at the highest dose activity change, negative = inhibition, hits mostly inhibitors | recombinant BLM DNA unwinding, fluorescence dequenching | P54132 | AID 2528;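 note: plate controls were vehicle for no effect and no enzyme for full effect; nearly all actives have a fitted effect of over 35% in size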
PGK inhibitor – blocks T. brucei phosphoglycerate kinase | PGK/GAPDH coupled, Kinase-Glo luminescence, 60 min | Potency, µM (top dose mostly 57.5 µM), for the others: top-dose activity change, negative = inhibition, actives largely listed as inhibitors | hit rate 0.043% among 380,000; note: % is set by controls: 0 for no effect and ±100 for the full control effect; nearly all actives have a fitted effect of over 60% in size
Target sequence (P07378 whole entry, looked up): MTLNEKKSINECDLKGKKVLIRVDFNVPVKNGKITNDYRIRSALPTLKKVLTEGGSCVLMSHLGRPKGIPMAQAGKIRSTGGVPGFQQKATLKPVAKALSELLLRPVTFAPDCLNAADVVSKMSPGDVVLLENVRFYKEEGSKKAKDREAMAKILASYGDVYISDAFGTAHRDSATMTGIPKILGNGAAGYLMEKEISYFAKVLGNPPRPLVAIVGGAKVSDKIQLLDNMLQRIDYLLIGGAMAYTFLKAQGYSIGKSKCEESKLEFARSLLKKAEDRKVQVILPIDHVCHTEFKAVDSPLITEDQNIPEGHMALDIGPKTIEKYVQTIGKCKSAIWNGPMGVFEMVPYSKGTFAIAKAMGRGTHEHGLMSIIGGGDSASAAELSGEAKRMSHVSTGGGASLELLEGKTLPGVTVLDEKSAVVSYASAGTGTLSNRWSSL
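Recombinant glycosomal PGK reaction used 1,3-bisphosphoglycerate generated in-well by GAPDH (100nM final) in 100mM TEA pH 7.6, 5mM MgCl2, 0.01% Tween-20. After 60 minutes at room temperature, ATP was read by Kinase-Glo Plus luminescence end-point.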
BAZ2B block – inhibitors of human BAZ2B bromodomain | Q9UIF8 | AlphaScreen BAZ2B-H3K14Ac peptide displacement | Potency, µM (top dose mostly 114 µM), inactives show at the highest dose activity change, negative = inhibition, hits mostly inhibitors | hit rate 4.4% among 360,000 | AID 504333; note: % is set by controls: 0 for no effect and ±100 for the full control effect; nearly all actives have a fitted effect of over 60% in size
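Compounds, titrated to a top concentration of 110 uM, were incubated 30 min at room temperature with preformed BAZ2B/acetyl-K14 H3 peptide complex (50 nM each). Proximity signal was measured by AlphaScreen after 20 min with beads.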
HP1b chromo inh – blocks HP1-beta chromodomain binding to methylated histone tails. P83916. AlphaScreen HP1-beta / biotin-H3K9me3 peptide binding. Potency, µM (series often up to 114 µM), for the others: top-dose activity change, negative = inhibition, most hits filed as inhibitors. hit rate 0.56% among 390,000; note: nearly all actives have a fitted effect of over 70% in size; inactives centre near 23
Target sequence (P83916 whole entry, looked up): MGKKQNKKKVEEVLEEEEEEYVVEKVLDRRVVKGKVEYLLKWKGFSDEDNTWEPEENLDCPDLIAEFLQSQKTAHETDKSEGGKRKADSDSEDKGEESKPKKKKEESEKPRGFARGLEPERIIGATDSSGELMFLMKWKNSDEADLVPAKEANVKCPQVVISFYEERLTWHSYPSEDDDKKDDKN
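AlphaScreen: HP1-beta (50 nM) preformed 30 min with biotin-H3(1-18)K9me3 peptide (50 nM) in PBS pH 7.4, 0.01% Tween-20. Compound added for 30 min at RT, then streptavidin donor/nickel chelate acceptor beads (10 ug/mL) for 30 min.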
G9a block – inhibitors of human histone lysine methyltransferase G9a | G9a H3K9 monomethylation, AlphaScreen, 2 h | Q96KQ7 | hit rate 8.8% among 350,000 | Potency, µM (doses to about 102 µM), for inactives: at the top dose activity, negative = inhibition, usual class: inhibitors; note: % is set by controls: 0 for no effect and ±100 for the full control effect; nearly all actives have a fitted effect of over 75% in size
Target sequence (Q96KQ7 913-1193 limits assumed): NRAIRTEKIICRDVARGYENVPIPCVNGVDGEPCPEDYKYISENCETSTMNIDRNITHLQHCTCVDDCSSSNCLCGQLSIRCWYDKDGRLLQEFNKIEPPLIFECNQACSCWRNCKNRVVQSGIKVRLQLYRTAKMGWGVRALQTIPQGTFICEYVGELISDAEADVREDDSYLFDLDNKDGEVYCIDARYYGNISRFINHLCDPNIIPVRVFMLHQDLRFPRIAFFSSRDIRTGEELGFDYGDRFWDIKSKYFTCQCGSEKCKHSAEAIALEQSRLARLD
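G9a (20 nM) preincubated 15 min RT with compounds, then 500 nM biotinylated H3K9 peptide and 20 uM SAM added; 2 h RT reaction. Monomethyl-H3K9 product detected by AlphaScreen with anti-H3K9me1 antibody, streptavidin donor and anti-rabbit IgG acceptor beads.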
Pin1 inh – inhibitors of human Pin1; Q13526; Pin1 FP peptide displacement, HiFluor488, 10 min; Potency, µM (top dose mostly 115 µM), for inactives: at the highest dose activity, negative = inhibition, hits mostly inhibitors; hit rate 0.009% among 390,000; AID 504891; active = well fitted inhibition curve with a large enough effect in the polarisation, with a control signal flat, not every such curve was filed as active; inconclusive = small, poorly fitted or top-dose-only effect, or effect the other way, or a change in a side signal; inactive = no such curve, though single readings can be large or run the other way; the % refers to the polarisation; note: % is set by controls: 0 for no effect and ±100 for the full control effect
Target sequence (Q13526 whole entry, looked up): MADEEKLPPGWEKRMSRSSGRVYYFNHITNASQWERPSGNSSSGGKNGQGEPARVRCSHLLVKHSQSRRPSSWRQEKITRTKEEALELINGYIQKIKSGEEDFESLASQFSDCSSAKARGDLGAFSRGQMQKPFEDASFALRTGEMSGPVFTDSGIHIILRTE
Pol iota inh – inhibitors of human DNA polymerase iota | Q9UNA4 | Pol iota fluorescent replication assay, 10 min | Potency, µM (highest dose often 115 µM), for the others: at the highest dose activity, negative = inhibition, most hits filed as inhibitors | hit rate 1% among 390,000 | AID 588590
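Pol iota at 10 nM preincubated 15 min with compounds at room temperature; reaction started with fluorescent substrate, 50 nM final. Fluorescence read kinetically at 0 and 10 min; buffer-only wells as negative control.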
Starred values were filed as active, the others as inactive; i = inactive; ? = inconclusive; / = not tested or not shown; [ ] = remark or other dose. Unless noted, calls come from the whole dose curve; as a rule, active = well fitted curve in the direction sought with a large enough effect; inconclusive = small, poorly fitted or top-dose-only effect, or another doubt; inactive = no such curve, though single readings can be large; an effect the other way counts as inactive or inconclusive. Potency is the fitted concentration of half-maximal effect.

SMILES	GLS inhibitor	JMJD2A Tudor	BLM inh	PGK inhibitor	BAZ2B block	HP1b chromo inh	G9a block	Pin1 inh	Pol iota inh
COc1ccc(C(=O)CSC2=C(C#N)C3(CCCCC3)C(C#N)=C(N)N2)cc1	0%	-32%	-9%	-5%	-38%	-1%	?	11%	3%
CCOc1ccc(S(=O)(=O)NCc2ccccn2)cc1	5%	-14%	-1%	-9%	?	18%	35%[59 µM]	-1%	57%[activator]
O=C(CN1CCN(C/C=C/c2ccccc2)CC1)NCc1ccc(Cl)cc1	13%	-12%[11.4 µM]	0%	-6%	-20%	52%[activator]	-46%	1%	29%
CCc1ccc(N(C(=O)c2ccco2)C(C(=O)NC2CCCC2)c2ccco2)cc1 (centres undefined)	1%	-19%	/	-6%	/	9%	/	-1%	26%
O=C(CCSc1ccccc1)N1CCN(c2ccccc2F)CC1	7%	20%	-9%	-2%	-33%	55%[activator]	36%	?	48%[activator]
Clc1ccc(CSc2ccc(-c3cccs3)nn2)cc1	-5%	-1%	-4%	-4%	-15%	23%	0%[59 µM]	-4%	-2%
Cc1cc(C)n(Cc2ccc(Cl)cc2Cl)c(=O)c1S(=O)(=O)c1ccccc1	1%	51%[activator]	-11%	i	32%[activator]	92%[activator]	66%[activator][59 µM]	-3%	27%
O=C(Nc1ccccc1)C1=C[C@H](c2ccc3c(c2)OCO3)C[C@H](OCCCCO)O1	2%	-29%	-7%	-1%	-30%	24%	14%[12.7 µM]	0%	-15%
CNC(=O)c1cc2ccccc2o1	1%	9%	2%	i	6%	39%[activator]	3%[59 µM]	-7%	6%
Cc1ccc(C)c(-n2cc(-c3ccccc3)nc2SCC(=O)Nc2ccccc2)c1	-1%	?	-7%	0%	?	-15%	?	16%	18%
CCOc1cc(C2C(C(=O)N3CCCCC3)=C(C)NC3=C2C(=O)CCC3)cc(Br)c1O (centres undefined)	0%	-10%	-1%	-10%	-1%	23%	?	1%	-10%
COc1ccc(OCC(=O)NNC(=O)c2ccc3c(=O)n4c(nc3c2)CCC4)cc1	18%	-12%	-4%	-8%	-19%	23%	18%	-3%	120%[activator]
COc1cccc(C(=O)COC(=O)CCC(=O)c2ccccc2)c1	6%	-3%	-2%	-2%	23%	30%	110%[activator]	-6%	5%
CC(C)(C)OC(=O)N1CCCC(C(=O)Nc2ccc(C(=O)NCCc3ccccc3)cc2)C1 (centres undefined)	-2%	-12%	/	2%	/	39%	/	?	35%[activator]
Cc1ccccc1NC(=O)Nc1csc2c1CCCC2	-7%	-11%	-3%	i	2%	31%	4%[59 µM]	2%	15%
CCNC(=S)N1CCN(CCN=CC2=C(O)CC(C)(C)CC2=O)CC1	12%	0%	-2%	1%	-2%	30%	26%	6%	-10%
Cc1ccccc1/C=C1\OC(=O)c2ccccc21	-7%	10%	-1%	6%	7%	25%	23%	7%	-1%
O=C(c1ccc(CNS(=O)(=O)c2ccc(Br)cc2)cc1)N1CCCCCC1	13%	-15%	0%	5%	-9%	22%	/	-12%	-9%
CCOC(=O)/C(C#N)=C/c1ccc(-c2ccccc2)o1	-1%	-11%	-5%	i	-33%	25%	5%[59 µM]	-28%	?
CCC1(C(=O)O)NC(c2cccc(OC)c2O)C2C(=O)N(c3ccccc3)C(=O)C21 (centres undefined)	24%	-19%	-2%	0%	-10%	60%[activator]	26%	-26%	-19%
Cc1nnc(SCc2nc3sc4c(c3c(=O)[nH]2)CCCC4)n(N)c1=O	1%	-22%	-8%	-11%	-5%	0%	/	?	43%[activator]
Cc1cc(NC(=O)COn2nnc3ccccc32)no1	8%	-26%	0%	-4%	-3%	3%	-29%	-2%	-7%
CC1CCCCN1C(=O)CN1CCN(S(=O)(=O)c2ccc(Br)cc2Cl)CC1 (centres undefined)	1%	-14%	/	7%	3%	30%	-1%[12.7 µM]	-10%	55%[activator]
CCOC(=O)c1c(NC(=O)CSc2nc3ccccc3[nH]2)sc2c1CC(C)(C)NC2(C)C	4%	-33%	/	-3%	-6%	-3%	40µM*	-1%	19%
COC(=O)/C=C(\C)NC(=O)c1ccccc1Cl	3%	9%	0%	-6%	19%	32%	39%	-2%	-6%
SMILES	GLS inhibitor	JMJD2A Tudor	BLM inh	PGK inhibitor	BAZ2B block	HP1b chromo inh	G9a block	Pin1 inh	Pol iota inh
O=C(CCNC(=O)c1ccc(Br)cc1)Nc1nccs1	0%	0%	-3%	-5%	-4%	21%	12%	3%	124%[activator]
Cc1ccc(CNC(=O)CCNS(=O)(=O)c2ccc(C)cc2)cc1	1%	0%	-3%	-3%	-5%	24%	-44%	4%	15%
COc1cc(-c2nc(Cn3nnc(C(=O)Nc4ccccc4)c3C)c(C)o2)cc(OC)c1OC	-14%	?	-4%	i	-37%	?	?	-3%	-7%
CC(C)c1ccc(/C=C/C(=O)Nc2nc3ccc([N+](=O)[O-])cc3s2)cc1	/	9%	-7%	-8%	-14%	17%	21%[0.501 µM]	0%	16%
NC(=O)CC(NC(=O)c1ccccc1)c1ccc(NCc2ccccc2)c([N+](=O)[O-])c1 (centres undefined)	19%	-35%	-1%	0%	-19%	0%	-24%[12.7 µM]	?	10%
NC(=O)C1(C(N)=O)OC1c1ccc(Cl)cc1Cl (centres undefined)	-11%	-18%[11.4 µM]	-1%	-9%	-1%	-5%	-1%	-1%	?
Cc1ccc(C(=O)NC2CCCCNC2=O)cc1 (centres undefined)	-1%	-13%	-2%	i	-1%	5%	19%[59 µM]	-5%	?
CC(C)CCNC(=S)Nc1ccccc1F	-14%	2%	2%	i	-2%	31%	10%[59 µM]	0%	91%[activator]
Cc1cccc([C@@H]2[C@@H]3C(=O)N(Cc4ccccc4)C(=O)[C@@H]3[C@]3(CC(C)C)C(=O)N(c4cccc(Br)c4)C(=O)N23)c1	-1%	-12%	-8%	-3%	-24%	30%	1%	?	?
CCCC1C(=O)Nc2ccccc2N1C(=O)c1ccc(C(C)(C)C)cc1 (centres undefined)	0%	?	-13%	3%	-24%	?	-49%	-2%	21%
COc1ccccc1-c1noc(-c2ccc(NCCc3ccccc3)c([N+](=O)[O-])c2)n1	3%	-24%	-2%	0%	-4%	19%	?	-1%	10%
COc1cccc(NC(=O)C(NCCC(C)C)c2ccccc2)c1 (centres undefined)	1%	42%[activator]	-5%	-7%	1%	23%	20%	?	8%
CCCS(=O)(=O)N1CCc2ccc(NC(=O)C3CCCO3)cc2C1 (centres undefined)	3%	-5%	-3%	4%	-2%	39%[activator]	-8%	-1%	22%
Cc1cc(=O)[nH]c2nnc(SCc3c(F)cccc3Cl)n12	-10%	-9%	0%	-1%	0%	37%[activator]	5%[59 µM]	?	-11%
Cc1ccc(OCC(=O)NNC(=O)CCC(=O)Nc2ccc(C)cc2C)cc1	6%	-10%	-1%	i	0%	17%	-6%[12.7 µM]	-4%	25%
O=C(O)CCCNC(=O)Cc1ccccc1	-2%	-14%	-4%	i	-15%	65%[activator]	-50%	-1%	12%
CCOC(=O)CN(Cc1ccccc1)S(=O)(=O)c1ccc(NC(C)=O)cc1	5%	-12%	1%	-2%	-6%	38%	-36%	-3%	11%
CC(C)C[C@H](NC(=O)c1cc2cc(Cl)ccc2n1C)C(=O)N1CCC(C(=O)O)CC1	11%	-15%	1%	-3%	-2%	33%	16%	1%	-4%
CC1=NNC(=O)C1CC(=O)N/N=C/C=C/c1ccccc1 (centres undefined)	16%	?	2%	-2%	-26%	28%	10%	0%	-10%
N#Cc1nc(-c2ccc(OCc3ccccc3)cc2)oc1NCc1ccco1	16%	-9%	-3%	3%	/	8%	-2%[59 µM]	-7%	2%
O=C(Nc1ccc(-c2csc(Nc3ccc(Cl)cc3)n2)cc1)c1cc([N+](=O)[O-])cc(C(F)(F)F)c1	-7%	?	-7%	-3%	-14%	-10%	-41%[59 µM]	1%	22%
S=c1[nH]nc(COc2ccccc2)n1/N=C/c1ccc(Cl)cc1Cl	-4%	-14%	-3%	-14%	4%	2%	?	4%	82%[activator]
CC1CCCCC1NC(=O)COc1cccnc1[N+](=O)[O-] (centres undefined)	21%	-8%	/	8%	/	19%	/	-5%	19%
O=c1c(NCc2ccccc2Cl)nccn1-c1ccccc1	-3%	-11%	-4%	16%	-6%	31%	-10%[59 µM]	-1%	8%
COc1ccc(N=C2CCS(=O)(=O)c3sccc32)cc1	-9%	-23%	-4%	-8%	-7%	1%	?	-5%	149%[activator]
Cc1occc1C(=O)N1CCN(C(=O)C2CCCO2)CC1 (centres undefined)	-1%	4%	0%	2%	7%	14%	-4%[12.7 µM]	3%	-1%
COc1cccc(N2CCN(S(=O)(=O)c3cc4c(cc3Cl)NC(=O)CO4)CC2)c1	0%	-21%	-5%	-10%	-30%	15%	-11%	23%	?
O=C(O)c1cccc(S(=O)(=O)N2CCN(S(=O)(=O)c3ccc4ccccc4c3)CC2)c1	-1%	-12%	/	3%	2%	24%	?	-6%	1%
CCOC(=O)c1ccc(NC(=O)COc2ccccc2CNCCO)cc1	-3%	-10%	3%	-3%	0%	39%	18%	1%	8%

Filtered by structure: the entries above containing a nitro group on carbon.
SMILES	GLS inhibitor	JMJD2A Tudor	BLM inh	PGK inhibitor	BAZ2B block	HP1b chromo inh	G9a block	Pin1 inh	Pol iota inh
CC(C)c1ccc(/C=C/C(=O)Nc2nc3ccc([N+](=O)[O-])cc3s2)cc1	/	9%	-7%	-8%	-14%	17%	21%[0.501 µM]	0%	16%
NC(=O)CC(NC(=O)c1ccccc1)c1ccc(NCc2ccccc2)c([N+](=O)[O-])c1 (centres undefined)	19%	-35%	-1%	0%	-19%	0%	-24%[12.7 µM]	?	10%
COc1ccccc1-c1noc(-c2ccc(NCCc3ccccc3)c([N+](=O)[O-])c2)n1	3%	-24%	-2%	0%	-4%	19%	?	-1%	10%
O=C(Nc1ccc(-c2csc(Nc3ccc(Cl)cc3)n2)cc1)c1cc([N+](=O)[O-])cc(C(F)(F)F)c1	-7%	?	-7%	-3%	-14%	-10%	-41%[59 µM]	1%	22%
CC1CCCCC1NC(=O)COc1cccnc1[N+](=O)[O-] (centres undefined)	21%	-8%	/	8%	/	19%	/	-5%	19%

This is a subset (hit frequency here may not be typical).
